Pf growth 48h – Primary qHTS for delayed death inhibitors of the malarial parasite plastid, 48 hour incubation; P. falciparum luciferase growth in erythrocytes, 48 h; Potency, µM (series often up to 28.7 µM), for inactives: at the top dose activity change, negative = inhibition, actives largely listed as inhibitors; 310,000 compounds, 5.9% hits; also: potency is read from the fitted curve at half-maximal effect; % is scaled to controls: 0 for no effect and ±100 for the full control effect
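A one-generation exposure of luciferase-tagged malaria parasites in RPMI 1640/Albumax erythrocyte culture, 37 C and 5% CO2. Inhibition is inferred from decreased luminescence after adding detection reagent.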
CHX counter – Cycloheximide Counterscreen for Small Molecule Inhibitors of Shiga Toxin. 300,000 compounds, 12% hits. cell reporter, cycloheximide protein synthesis inhibition counterscreen. AID 2314, 2010. max response, %; in the data active = max response mostly above about 13%, no sharp cut-off; inactive = mostly below about 14%; also: read at 38.3 µM for the half of the compounds with a filed dose; 0% is about no effect
LmPK inh – qHTS Assay for Inhibitors of Leishmania Mexicana Pyruvate Kinase (LmPK); Q27686; purified LmPK, Kinase-Glo ATP luminescence, 1 h; Potency, µM (top dose mostly 57.5 µM), inactives show at the top dose activity change, negative = inhibition, usual class: inhibitors; 290,000 compounds, 0.37% hits; also: potency is read from the fitted curve at half-maximal effect; % is scaled to controls: 0 for no effect and ±100 for the full control effect
Target sequence (Q27686 whole entry, looked up): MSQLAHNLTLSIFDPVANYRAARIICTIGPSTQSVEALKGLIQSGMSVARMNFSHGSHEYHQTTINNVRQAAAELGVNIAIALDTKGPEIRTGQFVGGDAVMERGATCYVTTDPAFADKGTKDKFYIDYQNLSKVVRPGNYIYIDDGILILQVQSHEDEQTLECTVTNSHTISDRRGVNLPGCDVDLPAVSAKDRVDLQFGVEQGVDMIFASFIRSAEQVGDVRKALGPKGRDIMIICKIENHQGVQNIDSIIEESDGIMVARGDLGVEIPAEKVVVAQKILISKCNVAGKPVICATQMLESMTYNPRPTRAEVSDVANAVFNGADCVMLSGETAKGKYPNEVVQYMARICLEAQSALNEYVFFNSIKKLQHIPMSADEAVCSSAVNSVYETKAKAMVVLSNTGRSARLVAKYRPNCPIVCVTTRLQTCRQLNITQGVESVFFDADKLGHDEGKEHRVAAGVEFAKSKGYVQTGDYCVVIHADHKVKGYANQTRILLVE
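0.1 nM LmPK, 0.5 mM PEP, 0.1 mM ADP; 50 mM imidazole pH 7.2, 7 mM MgCl2, 50 mM KCl; 1 h RT. Kinase-Glo luminescence readout, normalized to no-enzyme (full inhibition) and uninhibited wells.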
Tb PYK inh – qHTS of Trypanosoma Brucei Inhibitors. pyruvate kinase (Trypanosoma brucei), Q57TT1. TbPYK enzyme, Kinase-Glo Plus ATP luminescence, 45 min. Potency, µM (series often up to 76.8 µM), for inactives: top-dose activity, negative = inhibition, most hits filed as inhibitors. 410,000 compounds, 0.12% hits. AID 624173, 2012; also: potency is read from the fitted curve at half-maximal effect; % is scaled to controls: 0 for no effect and ±100 for the full control effect; nearly all actives have a fitted effect of over 50% in size
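Quantitative HTS: titrated library compounds versus trypanosomal pyruvate kinase in TEA buffer (pH 7.2) containing KCl, MgCl2, BSA and Tween-20. Reactions were initiated with ADP, 130 uM final. Kinase-Glo Plus luminescence was read after 45 min at RT.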
Shiga inhibitor – A qHTS for Small Molecule Inhibitors of Shiga Toxin | inhibition, % at 38.7 µM | 290,000 compounds, 9.2% hits | AID 2315, 2010 | Vero cells, Shiga toxin protein synthesis inhibition reporter; in the data active = inhibition mostly above about 28%, no sharp cut-off; inactive = mostly below about 43%; also: 0% is about no effect
AmpC no deterg – qHTS Inhibitors of AmpC Beta-Lactamase (assay without detergent) | AID 485341, 2010 | P00811 | 330,000 compounds, 0.52% hits | Potency, µM (top dose mostly 57.1 µM), for inactives: at the top dose activity change, negative = inhibition, hits mostly inhibitors | AmpC nitrocefin hydrolysis, absorbance 480 nm, 0.0001% Triton;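 also: potency is read from the fitted curve at half-maximal effect; plate controls were no compound for no effect and no enzyme for full effect; nearly all actives have a fitted effect of over 20% in size; some results filed as inactive show a strong effect at the top dose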
Target sequence (P00811 whole entry, looked up): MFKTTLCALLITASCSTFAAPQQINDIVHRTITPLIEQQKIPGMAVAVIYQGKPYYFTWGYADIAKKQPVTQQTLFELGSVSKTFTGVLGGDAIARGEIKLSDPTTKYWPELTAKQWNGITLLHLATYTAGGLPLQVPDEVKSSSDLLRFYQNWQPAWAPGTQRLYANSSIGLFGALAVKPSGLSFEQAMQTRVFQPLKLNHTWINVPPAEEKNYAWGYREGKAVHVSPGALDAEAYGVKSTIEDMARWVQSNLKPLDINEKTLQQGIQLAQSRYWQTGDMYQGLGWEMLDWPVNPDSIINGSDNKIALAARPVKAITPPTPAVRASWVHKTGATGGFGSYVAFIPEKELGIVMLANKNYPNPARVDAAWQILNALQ
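AmpC (5.3 nM in the dispensed reagent) in 20 mM phosphate pH 7.0 with 0.01% (detergent screen) or 0.0001% Triton X-100 was preincubated with compounds for 15 min at room temperature. Nitrocefin was then added from an 800 uM solution, and hydrolysis was followed at 480 nm.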
Pf growth 96h – Primary qHTS for delayed death inhibitors of the malarial parasite plastid, 96 hour incubation | Potency, µM (series often up to 28.7 µM), for inactives: at the highest dose activity change, negative = inhibition, most hits filed as inhibitors | 320,000 compounds, 6.9% hits | P. falciparum luciferase reporter growth, 96 h; also: potency is read from the fitted curve at half-maximal effect; % is scaled to controls: 0 for no effect and ±100 for the full control effect
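Erythrocytes infected with luciferase-expressing P. falciparum were dispensed at 2% hematocrit and 0.05% parasitemia (final), then incubated with compounds 96 hours at 37 C in 5% CO2. Luminescence after detection reagent addition reported growth.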
Active calls of the source: *; ? = inconclusive; . = no result given; [ ] = another dose, or the depositor's remark. Unless noted, calls follow the shape of the dose curve; as a rule, active = well fitted curve in the direction sought with a large enough effect; inconclusive = small, poorly fitted or top-dose-only effect, or another doubt; inactive = no such curve, though single readings can be large; an effect the other way counts as inactive or inconclusive.

1. Cc1ccc(CNC(=O)CSc2ccsc2[N+](=O)[O-])cc1
2. O=C(NCCc1ccccc1)c1ccc2c(=O)[nH]c3c(C(=O)NCC4CCCO4)sc(=S)n3c2c1 (stereo not drawn)
3. COC(=O)c1cc(-c2ccc3c(c2)OCO3)nc2ccccc12
4. COc1ccc(C2c3ccc(O)cc3Oc3ncn(Cc4ccccc4)c(=N)c32)cc1OC (stereo not drawn)
5. CN(C)CCOC(=O)c1sc2ccccc2c1Cl
6. O=C(CN1C(=O)NC2(CCCc3ccccc32)C1=O)c1ccc(F)cc1 (stereo not drawn)
7. O=C(Oc1ccc(N(Cc2cccs2)C2=NS(=O)(=O)c3ccccc32)cc1)c1ccc(Cl)cc1
8. CCc1noc(C)c1C(=O)N1CCC(CCC(=O)Nc2cccc(OC)c2)CC1

compound no.	1	2	3	4	5	6	7	8
Pf growth 96h	?	?	0.41µM*	?	84%[activator]	19%	-7%	16%
Pf growth 48h	-43%	?	3%	12µM*	42%[activator]	?	-1%	?
AmpC no deterg	-32%	-9%	-15%	4%	0%	-20%	-15%	44%
LmPK inh	3%	-16%	-6%	4%	-1%	.	0%	-2%
CHX counter	54*	2	0	-2	1	.	-2	-1
Tb PYK inh	-9%	-11%	0%	-5%	0%	-9%	-11%	9%
Shiga inhibitor	72*	14	7	2	5	.	-4	-5

9. CC(=O)c1c(C(C)=O)c(C)n(-c2nc(-c3ccc(Br)cc3)c(C)s2)c1C
10. CCOc1ccc(C(=O)NC(C(=O)NCC(c2cccs2)N(C)C)C(C)C)cc1 (stereo not drawn)
11. CCOC(=O)C(NC(=O)CCl)(Nc1sc(C)c(CC)c1C#N)C(F)(F)F (stereo not drawn)
12. Cc1c(C(=O)c2ccc(Cl)c([N+](=O)[O-])c2)c2ccccn2c1CCC#N
13. CCCCNC(=O)Cn1cnc2sc(C(=O)OCC)c(C)c2c1=O
14. CC1(c2ccc(Cl)cc2Cl)NC(=O)N(CC(=O)NC2CCCCC2)C1=O (stereo not drawn)
15. COc1ccc([N+](=O)[O-])cc1NC(=O)CSCc1ccccc1C
16. CC(Sc1ccc2ccccc2c1)C(=O)NC(N)=O (stereo not drawn)

compound no.	9	10	11	12	13	14	15	16
Pf growth 96h	?	?	?	-17%	-10%	?	?	13%
Pf growth 48h	.	-24%	?	8%	4%	?	-15%	0%
AmpC no deterg	11%	-17%	-16%	-50%	-18%	10%	-27%	-21%
LmPK inh	1%	.	3%	4%	-3%	.	3%	-2%
CHX counter	-4	.	1	6	-3	.	-3	6
Tb PYK inh	0%	5%	-3%	-8%	5%	-6%	-9%	-3%
Shiga inhibitor	-3	.	12	19	-12	.	-13	30

17. COc1ccccc1Nc1cc(C)nc2c(C)ccc([N+](=O)[O-])c12
18. CN1c2ccccc2Oc2nnc(Cl)cc21
19. COc1cc(CNCc2ccccn2)ccc1OCc1ccc(Cl)cc1Cl
20. CCC(Oc1ccc(Br)cc1Cl)C(=O)Nc1nnc(C2CC2)s1 (stereo not drawn)
21. CC1CCCCC1NC(=O)CSc1nnc(-c2ccccc2)n1N (stereo not drawn)
22. Cc1nn(CC(=O)c2cccc(Cl)c2)c(C)c1[N+](=O)[O-]
23. COc1ccc(OC)c(/C=N/NC(=O)c2ccncc2)c1
24. Cn1cccc1C(=O)NC(=O)COC(=O)CNC(=O)c1ccc(Cl)cc1Cl

compound no.	17	18	19	20	21	22	23	24
Pf growth 96h	?	4%	10µM*	-26%	-3%	-4%	6%	67%[activator]
Pf growth 48h	-14%	26%	?	-2%	-9%	-17%	0%	36%[activator]
AmpC no deterg	-21%	-7%	76%[activator]	-19%	2%	-26%[11.4 µM]	-16%	-19%
LmPK inh	3%	0%	0%	3%	2%	3%	4%	3%
CHX counter	-3	-2	-4	-6	-2	24*	-4	2
Tb PYK inh	5%	8%	1%	-5%	-1%	-5%	0%	-2%
Shiga inhibitor	-4	-15	-7	19	-8	23	.	10

25. O=C(CN(Cc1ccccc1)C(=O)c1csnn1)NCc1ccc2c(c1)OCO2
26. Brc1ccccc1CNCCc1ccc2c(c1)OCO2
27. CCOC(=O)N1CCN(c2ncnc3c2[nH]c2ccc(OC)cc23)CC1
28. CC1(c2ccc(OC(F)F)cc2)NC(=O)N(CC(=O)Nc2ccc3[nH]c(=O)[nH]c3c2)C1=O (stereo not drawn)
29. COc1ccccc1/C=C/C(=O)NC(=S)Nc1ccccn1
30. CCCN(CCC)S(=O)(=O)c1cc2c3c(c1)CCN3C(=O)CC2
31. CCOC(=O)N/N=C(\C)c1ccc(Br)cc1
32. CC(C)=N/N=C1/NC(=O)C(Cc2ccccc2)S1 (stereo not drawn)

compound no.	25	26	27	28	29	30	31	32
Pf growth 96h	23%	12µM*	?	?	?	-4%	12µM*	252%[activator]
Pf growth 48h	-8%	58%[activator]	?	?	36%[activator]	-10%	.	-28%
AmpC no deterg	-7%	-7%	-17%	-34%	-39%	4%	-16%	-31%
LmPK inh	0%	1%	-1%	.	6%	-4%	1%	-1%
CHX counter	-3	7	-2	.	45*	-2	31*	-4
Tb PYK inh	2%	2%	-4%	1%	-2%	1%	1%	4%
Shiga inhibitor	-4	8	-7	.	105*	-9	65	-7

33. CCOC(=O)c1ccc(NC(=O)c2ccc(NS(C)(=O)=O)cc2)cc1
34. O=C(N/N=C/c1ccc2c(c1)OCO2)c1ccc(Br)o1
35. Oc1ccccc1CN1CCC(C(O)(c2ccccc2)c2ccccc2)CC1
36. CC(CC12CC3CC(CC(C3)C1)C2)NCc1ccccc1O (stereo not drawn)
37. O=C(NCC1CCCO1)c1cn(-c2ccccc2)nc1-c1ccccc1 (stereo not drawn)
38. O=C1c2ccccc2NC2(CCCC2)N1O
39. Cc1nc2c(-c3ccc(F)cc3)c(C)nn2c(C)c1CCC(=O)Nc1ccccc1
40. Cc1ccc(S(=O)(=O)NCC(=O)OCC(=O)NC(=O)c2cccn2C)cc1

compound no.	33	34	35	36	37	38	39	40
Pf growth 96h	-2%	-6%	0%	9.3µM*	-24%	-90%	?	-27%
Pf growth 48h	?	214%[activator]	7.4µM*	?	66%[activator]	.	?	.
AmpC no deterg	-42%	-22%	3%	-8%	11%	-19%	35%	-22%
LmPK inh	4%	?	-2%	7%	-4%	1%	3%	2%
CHX counter	12	81*	-5	-6	3	16*	-2	-5
Tb PYK inh	0%	1%	-1%	1%	-4%	4%	-3%	-19%
Shiga inhibitor	15	139*	-17	.	32	53*	1	-4

41. Clc1ccc(N/N=C/c2cccs2)nn1
42. Cc1ccc(CNC(=O)C2CC(=O)N(c3ccc(OCC(=O)N4CCCC4)cc3)C2)cc1 (stereo not drawn)
43. O=C(Nc1nc(-c2ccccn2)cs1)c1cc2ccccc2o1
44. C[C@@H]1NC(=O)c2cc([N+](=O)[O-])cc(I)c2NCCCC[C@@H](C(N)=O)NC(=O)[C@H](CC(N)=O)NC1=O
45. Cn1c(CCN2CCOCC2)nc2cc(NC(=O)c3cccs3)ccc21
46. CCC(=NCC1CCCO1)c1c(O)n(-c2ccccc2C)c(=O)[nH]c1=O (stereo not drawn)
47. CC(C(=O)NCC1CCCCC1)N1CCc2ccccc2C1 (stereo not drawn)
48. O=c1oc(/C=C/c2ccccc2)nc2sc3c(c12)CCC3

compound no.	41	42	43	44	45	46	47	48
Pf growth 96h	63%[activator]	?	?	?	7%	-22%	-2%	.
Pf growth 48h	52%[activator]	-17%	?	33%[activator]	-4%	?	-8%	-20%
AmpC no deterg	-28%	6%	-31%	-26%	0%	1%	-1%[11.4 µM]	-9%
LmPK inh	-2%	3%	-7%	0%	0%	2%	2%	2%
CHX counter	22*	-3	42*	-3	16	4	-2	9
Tb PYK inh	-4%	2%	-7%	-10%	0%	0%	-4%	2%
Shiga inhibitor	122*	28	58*	16	-11	8	-12	3

49. Cc1nc([N+](=O)[O-])c(Br)n1Cc1ccccc1
50. Cc1[nH]c(=S)c(C#N)c(-c2ccco2)c1C(=O)N(C)C
51. CCOC(=O)/C(C#N)=C\c1c(C)cc(C)c(COC(C)=O)c1C
52. Cc1ccc(OCC(=O)Nc2cccc(-c3nnc(-c4ccccc4)o3)c2)cc1
53. Cc1noc(C)c1COC(=O)C1COc2ccccc2O1 (stereo not drawn)
54. Cn1cnnc1SCC(=O)Nc1ccc(S(=O)(=O)N2CCCC2)cc1
55. CC(C)c1nnc(NC(=O)c2cccs2)s1
56. S=C(NCCc1ccccc1)NC1CCC(NC(=S)NCCc2ccccc2)CC1 (stereo not drawn)
57. COc1ccccc1NC(=O)Cc1nnc(SCC(=O)NC2CCCCC2)n1C
58. N/C(Cc1ccc(Cl)cc1Cl)=N\OC(=O)c1cccs1

compound no.	49	50	51	52	53	54	55	56	57	58
Pf growth 96h	-13%	45%[activator]	-35%	.	13%	.	220%[activator]	?	4%	2%
Pf growth 48h	?	9%	-20%	-77%	12%	-13%	218%[activator]	6%	-15%	47%[activator]
AmpC no deterg	2%	49%	20%	-38%	-6%	-15%	-11%	-6%	12%	0.32µM*
LmPK inh	4%	11%	2%	-2%	-1%	-2%	?	-4%	6%	4%
CHX counter	-2	8	1	12	-3	-4	58*	8	4	11
Tb PYK inh	-6%	?	1%	-4%	5%	-14%	-5%	5%	-10%	2%
Shiga inhibitor	-18	-5	31*	14	-5	-3	70*	-4	-9	52*

6 records drawn at random from the list so far, as already listed:
49. Cc1nc([N+](=O)[O-])c(Br)n1Cc1ccccc1
53. Cc1noc(C)c1COC(=O)C1COc2ccccc2O1 (stereo not drawn)
55. CC(C)c1nnc(NC(=O)c2cccs2)s1
57. COc1ccccc1NC(=O)Cc1nnc(SCC(=O)NC2CCCCC2)n1C
54. Cn1cnnc1SCC(=O)Nc1ccc(S(=O)(=O)N2CCCC2)cc1
56. S=C(NCCc1ccccc1)NC1CCC(NC(=S)NCCc2ccccc2)CC1 (stereo not drawn)

compound no.	49	53	55	57	54	56
Pf growth 96h	-13%	13%	220%[activator]	4%	.	?
Pf growth 48h	?	12%	218%[activator]	-15%	-13%	6%
AmpC no deterg	2%	-6%	-11%	12%	-15%	-6%
LmPK inh	4%	-1%	?	6%	-2%	-4%
CHX counter	-2	-3	58*	4	-4	8
Tb PYK inh	-6%	5%	-5%	-10%	-14%	5%
Shiga inhibitor	-18	-5	70*	-9	-3	-4

Screens (PubChem BioAssay)
